# MBD2 inh: inhibitors of MBD2 binding to methylated DNA, primary screen, biochemical, TR-FRET, DNA-binding domain, human. 370,000 tested, 0.31% active. MBD2 binding to methylated oligonucleotide. inhibition, % at 4.4 µM; in the data active = inhibition above about 13%
# PRMT1 inh: PRMT1 methyltransferase inhibitors, primary screen, biochemical, fluorescence polarization; recombinant PRMT1, activity-based probe fluorescence polarization; inhibition, % at 2.79 µM; 370,000 tested, 1.3% active;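 active = inhibition above about 21% made by adding two undisclosed values, limit read from the data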
# HTRA1 inh: HTRA1 serine protease inhibitors, primary screen, biochemical, fluorescence polarization, HTS | 340,000 tested, 0.5% active | inhibition, % at 5.96 µM | recombinant HTRA1, FP-rhodamine activity-based probe | AID 504803, 2011; in the data active = inhibition above about 36%;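 also: 0% = enzyme with DMSO and 100% = wells lacking enzyme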
# ABHD4 inh: ABHD4 inhibitors, primary screen, biochemical, fluorescence polarization, mouse. purified mABHD4, FP-Rh probe fluorescence polarization. inhibition, % at 8.92 µM. 370,000 tested, 0.54% active. (Lyso)-N-acylphosphatidylethanolamine lipase (Mus musculus), Q8VD66;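 active = inhibition exceeding the mean over every tested compound plus 3 SD, cut at about 30% in these data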;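 also: 0% = plate median of compound wells and 100% = S159A mutant with DMSO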
#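 Test system: mABHD4 protein; Read-out basis: % inhibition; Incubation: 45 min + 60 min at 25 °C; Repeats: single replicate; Technique: fluorescence polarization with parallel and perpendicular emission, 525/598 nm; Compound: 8.92 µM, single dose; Benchmarks: full inhibition S159A mutant plus DMSO, zero as sample-well median.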
# UHRF1 MBD2 ctr: UHRF1 methylated DNA binding inhibitors, primary screen, counter-screen for MBD2 inhibitor project, biochemical, TR-FRET, human UHRF1, single concentration. E3 ubiquitin-protein ligase UHRF1 (Homo sapiens), Q96T88. UHRF1 binding to methylated oligo. inhibition, % at 4.4 µM. 370,000 tested, 0.75% active; in the data active = inhibition above about 21%;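 also: UHRF1 SRA domain binding a hemimethylated CpG hairpin DNA probe; 0% = median of test compound wells and 100% = reference inhibitor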
# rCAG binder: binders of r(CAG) RNA repeats, primary screen, biochemical, fluorescence. r(CAG) RNA repeat, TO-PRO-1 dye displacement fluorescence. inhibition, % at 3 µM. 370,000 tested, 1.3% active;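 active = inhibition above the plate cutoff, the mean of all test compounds on that plate plus 3 SD, cut at about 35% in these data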;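 also: 0% = DMSO alone and 100% = 100 µM mitoxantrone as full dye displacement; higher means more dye released from RNA so lower well fluorescence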
# NPR1 activator: GC-A stimulated cGMP production enhancers – HEK293 GC-A cells, cGMP TR-FRET, EC30 ANP, primary screen | Atrial natriuretic peptide receptor 1 (Homo sapiens), P16066 | 0% at EC30 ANP, 100% saturating ANP | 370,000 tested, 0.14% active | activation, % at 10 µM | AID 1671463, 2021; in the data active = activation above about 40%
# Target sequence (P16066 whole entry, looked up): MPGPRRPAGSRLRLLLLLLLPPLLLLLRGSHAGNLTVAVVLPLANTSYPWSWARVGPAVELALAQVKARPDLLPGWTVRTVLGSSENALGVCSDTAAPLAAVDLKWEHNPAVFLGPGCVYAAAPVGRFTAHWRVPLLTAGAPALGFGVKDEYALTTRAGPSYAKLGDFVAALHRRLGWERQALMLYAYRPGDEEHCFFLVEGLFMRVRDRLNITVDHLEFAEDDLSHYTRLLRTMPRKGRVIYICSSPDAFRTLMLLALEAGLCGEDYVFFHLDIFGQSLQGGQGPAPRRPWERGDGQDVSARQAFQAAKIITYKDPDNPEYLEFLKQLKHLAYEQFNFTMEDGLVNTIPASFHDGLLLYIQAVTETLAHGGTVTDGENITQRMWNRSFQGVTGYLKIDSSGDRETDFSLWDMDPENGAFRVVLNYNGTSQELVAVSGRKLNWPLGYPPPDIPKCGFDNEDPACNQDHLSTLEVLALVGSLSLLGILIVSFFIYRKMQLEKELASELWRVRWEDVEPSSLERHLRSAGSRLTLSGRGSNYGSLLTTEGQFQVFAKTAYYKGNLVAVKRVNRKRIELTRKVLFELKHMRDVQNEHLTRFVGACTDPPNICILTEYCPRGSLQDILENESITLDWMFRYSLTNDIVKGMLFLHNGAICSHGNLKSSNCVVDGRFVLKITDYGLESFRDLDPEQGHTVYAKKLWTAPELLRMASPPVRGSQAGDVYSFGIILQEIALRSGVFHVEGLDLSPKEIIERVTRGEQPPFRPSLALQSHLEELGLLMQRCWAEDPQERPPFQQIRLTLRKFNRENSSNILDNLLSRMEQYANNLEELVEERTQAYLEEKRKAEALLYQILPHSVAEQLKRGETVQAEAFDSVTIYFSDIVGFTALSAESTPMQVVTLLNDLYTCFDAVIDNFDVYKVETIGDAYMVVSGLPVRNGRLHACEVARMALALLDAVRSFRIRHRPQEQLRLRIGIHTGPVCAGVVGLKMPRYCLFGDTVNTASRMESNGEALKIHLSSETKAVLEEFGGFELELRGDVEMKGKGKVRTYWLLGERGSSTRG
# NPR2 activator: human GC-B receptor activators, primary screen, HEK293 GC-B cells, cGMP TR-FRET, EC30 CNP | activation, % at 10 µM | 370,000 tested, 0.11% active | Atrial natriuretic peptide receptor 2 (Homo sapiens), P20594 | AID 1920062, 2024 | 0% at EC30 CNP, 100% saturating CNP;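 active = activation at 10 µM reaching about 35% in either raw or pattern-adjusted values, limit read from the data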
# SIAE inh: human SIAE inhibitors, primary screen, biochemical, fluorescence polarization, FP-Rh probe, 1536-well HTS. Sialate O-acetylesterase (Homo sapiens), Q9HAT2. SIAE FP-Rh probe binding. inhibition, % at 9.66 µM. 370,000 tested, 0.69% active. AID 1053197, 2014;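 active = inhibition above a cutoff: mean of compounds within the control limits plus 3 SD of those, cut at about 17% in these data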;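 also: 0% = plate median of compound wells and 100% = probe without SIAE protein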
# TCR CD3 inh: inhibitors of human TCR-CD3 interaction, primary screen, biochemical, fluorescence, TAMRA-labeled TCR probe; T-cell receptor (TCR); inhibition, % at 9.4 µM; 360,000 tested, 0.37% active; AID 651800, 2012; in the data active = inhibition above about 19%;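 also: recombinant mutant TCR 2C K166C tagged with TAMRA read by polarization; 0% = receptor in buffer alone and 100% = receptor with positive control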
# * = called active by the depositor; / = no result given. This is a subset (hit frequency here may not be typical).
SMILES,MBD2 inh,PRMT1 inh,HTRA1 inh,ABHD4 inh,UHRF1 MBD2 ctr,rCAG binder,NPR1 activator,NPR2 activator,SIAE inh,TCR CD3 inh
COc1ccccc1NC(=O)c1ccccc1Nc1ccccc1,-2,-10,-26,-10,-4,-2,-8,2,4,0
COc1ccc(OCC(=O)NCC(c2cccs2)N2CCOCC2)cc1 (stereo not given),-4,-2,1,4,-5,-7,1,-3,-2,8
CC(C)NC(=S)NC(=O)/C=C/c1ccc(F)cc1,-2,0,4,-4,-3,-1,-2,-6,0,7
Fc1cccc(-c2oncc2-c2nnnn2-c2ccc(Cl)cc2)c1,0,-3,-12,7,2,-2,0,3,-5,2
COc1cc(OC)cc(OCC(O)Cn2ccnc2)c1 (stereo not given),1,-4,6,6,1,0,0,4,-9,-1
Cc1nn(-c2ccccc2)c2sc(C(=O)NCCc3ccc(Cl)cc3)cc12,1,3,/,-17,-2,9,-2,-2,-9,/
O=C(CCCc1ccccc1)c1ccc2c(c1)OCCO2,6,2,-23,2,-2,-5,3,-1,-17,-4
C[C@H](CO)N1C[C@H](C)[C@@H](CN(C)C(=O)Nc2ccccc2)Oc2ccc(NC(=O)NC3CCCCC3)cc2C1=O,0,-1,-6,3,0,-4,1,5,0,-1
CN(C)CCCNc1nc(-c2ccccc2)nc2ccccc12,-2,-2,7,-3,4,1,-3,1,7,1
O=C(CNS(=O)(=O)c1ccccc1)N1CCN(Cc2ccccc2)CC1,2,3,-3,-1,3,-6,0,-1,-4,0
O=C(COC(=O)CNC(=O)c1sc2ccccc2c1Cl)Nc1cc(Cl)cc(Cl)c1,8,1,-3,-15,8,4,-1,-5,-14,-3
CN(C)C(CNC(=O)C1CCN(S(=O)(=O)c2ccccc2C(F)(F)F)CC1)Cc1ccccc1 (stereo not given),1,2,-5,3,0,-6,1,4,3,-4
CC(Sc1nnc(-c2ccco2)n1N)C(=O)NCc1ccc2c(c1)OCO2 (stereo not given),1,-2,1,7,4,5,0,2,4,-6
Fc1cc(F)c2nc(Nc3nc4cc5c(cc4s3)OCO5)sc2c1,-1,0,2,2,-2,20,5,-2,25*,7
Oc1ccc(Cl)c2cccnc12,0,2,64*,9,3,2,3,4,4,30*
CCSc1nc(=S)cc(C)[nH]1,-4,69*,-1,-12,1,0,-2,2,-3,0
CCOc1ccc(C(=O)OC2CCCN(C)C2)cc1 (stereo not given),-2,-2,-10,1,-1,-3,-3,2,-5,2
CC1(NC(=O)C23CC4CC(CC(C4)C2)C3)CCS(=O)(=O)C1 (stereo not given),2,0,-1,6,5,-5,2,3,-4,-11
C/C(=N/NC(=O)c1ccc(C)s1)c1cccnc1,2,2,-12,-1,1,4,-2,4,5,-1
CC(=O)Nc1c(F)cc(Br)cc1F,-6,1,-3,3,1,-1,-2,-3,1,-1
CSc1nc(N(CCO)CCO)c2sc3nc(-c4ccco4)c4c(c3c2n1)CCC4,18*,37*,5,-5,24*,23,0,1,11,10
CCSc1nnc(NC(=O)CN2C(=O)C3CC=CCC3C2=O)s1 (stereo not given),2,3,-2,0,0,5,2,0,-8,-4
C=C(C)C(=O)Nc1cccc(C2=NOC3(C2)C[C@H](C(N)=O)N(C(=O)COc2ccc(Cl)cc2)C3)c1 (stereo not given in full),51*,3,-14,1,69*,1,-1,4,-7,-7
COc1cc(OC)c2cc(C(=O)N[C@H](C(=O)N3CCC[C@H]3C(=O)O)C(C)C)n(C)c2c1,-5,4,2,-1,-2,8,0,5,-2,10
COC(=O)Nc1nc(-c2ccccc2)c(C(=O)c2ccccc2)s1,2,1,-13,0,3,4,6,-14,4,0
O=C(CSc1nc2c(c(=O)n1-c1ccc(Cl)cc1)SCC2)N1CCOCC1,-2,5,7,-4,4,5,-2,-9,4,-4
CCCCn1c(SCC(=O)N2CCC(C(=O)OCC)CC2)nc2cc(S(N)(=O)=O)ccc21,-2,0,2,-2,0,-3,2,-3,6,0
CCCCNC(=O)NC1CCN(CC(=O)Nc2ccc3c(c2)OCCO3)CC1,6,8,/,-6,32*,4,0,-4,0,/
CCS(=O)(=O)Nc1cccc(-c2cn3c(n2)SCC3)c1,0,5,-2,3,1,7,-1,4,2,0
CCC(C)NC(=O)c1ccc(C2SCC(=O)N2Cc2ccccc2)cc1 (stereo not given),-1,-1,-6,1,1,-3,1,2,3,-9
COc1ccc(NC(=O)c2cc3c(=O)n(C)c4ccccc4c3n2C)cc1Cl,-1,-5,-4,5,0,2,-1,-4,5,2
COc1ccc(N2C(=O)Cc3ccccc3C2=O)cc1,-4,5,-3,8,-3,13,10,4,-2,7
COc1ccc(/C(N)=N/OC(=O)CCCN2C(=O)c3ccccc3C2=O)cc1OC,-2,0,-3,7,4,-4,2,-4,-1,2
Oc1ccc(Br)cc1-c1cc(-c2ccccc2)n[nH]1,5,1,-30,-50,-1,27,-2,-10,-8,3
C=CCN1C(=O)c2ccc(C(=O)NCC(=O)Nc3c(C)cc(C)cc3C)cc2C1=O,-5,-1,12,6,-3,2,-4,-6,0,11
O=C(Oc1ccccc1)N1CCCC1,0,-5,1,2,0,-1,5,1,-5,-2
COc1ccc(N(CC(=O)NC2CCCCC2)C(=O)CNC(=O)c2ccco2)cc1,-7,-2,-3,2,-2,-8,1,8,4,3
CC(NC(=O)C1CCC(CNc2c(N3CCCCC3)c(=O)c2=O)CC1)c1ccccc1 (stereo not given),-3,-1,6,-4,-1,-6,2,4,-1,1
O=C(CSc1nc2nc(-c3cccs3)cc(C(F)(F)F)c2c(=O)[nH]1)NCc1ccco1,-5,30*,-10,-6,5,26,-2,-1,-12,2
CC(C)C(=O)OC1CCS(=O)(=O)c2sccc21 (stereo not given),7,7,7,-5,5,1,-6,-2,-16,-2
COc1ccc(-c2nc(CSCC(=O)NC3CCCc4ccccc43)c(C)o2)cc1OC (stereo not given),-5,-2,-8,-7,1,-10,-5,-7,1,7
O=C1NC(=O)C2(CCC(C3CCCCC3)CC2)N1 (stereo not given),2,-3,-2,0,-1,0,0,-1,0,3
COc1ccc(OC)c(C2C(C(C)=O)=C(O)C(=O)N2CCC(=O)O)c1 (stereo not given),-2,0,-2,-2,-4,-1,1,2,-2,0
Cc1cc(C)n(Cc2ccc(NC(=O)c3ccc(COc4ccccc4Br)cc3)cc2)n1,-1,4,-87,-94,0,12,24,4,-64,2
CCS(=O)c1scc(-c2ccc(Cl)cc2)c1C#N (stereo not given),-2,-2,-2,5,-1,-6,5,8,-3,-5
CC1(C(=O)NCc2ccccc2)CSCC(=O)N1C1CC1 (stereo not given),0,3,/,4,0,2,7,-5,-2,5
CCCCn1nc(C(=O)Nc2c(C)n(C)n(-c3ccccc3)c2=O)c2ccccc2c1=O,-7,0,5,6,-4,2,3,1,1,4
CN(c1ccccc1)S(=O)(=O)c1cccc(NC(=O)c2cncc(Br)c2)c1,-2,0,-38,-3,0,3,1,-1,-14,1
O=C(NCCc1ccc(F)cc1)Nc1ccc([N+](=O)[O-])cc1,1,-3,-13,-12,-2,2,-1,-1,1,9
O=C(CSc1ccc([N+](=O)[O-])cc1)NNC(=O)c1ccccc1F,6,4,9,2,0,3,1,4,5,-4
COc1ccccc1NS(=O)(=O)c1cccc(C(=O)OCC(=O)NC2CC2)c1,2,-1,0,5,-2,-3,2,5,12,-7
CCN1CCN(CC(=O)Nc2cc(C)c(C)cc2[N+](=O)[O-])CC1,0,1,5,10,0,-4,3,0,0,5

# An excerpt from above in order of molecular weight, ascending:
SMILES,MBD2 inh,PRMT1 inh,HTRA1 inh,ABHD4 inh,UHRF1 MBD2 ctr,rCAG binder,NPR1 activator,NPR2 activator,SIAE inh,TCR CD3 inh
Oc1ccc(Cl)c2cccnc12,0,2,64*,9,3,2,3,4,4,30*
O=C1NC(=O)C2(CCC(C3CCCCC3)CC2)N1 (stereo not given),2,-3,-2,0,-1,0,0,-1,0,3
C/C(=N/NC(=O)c1ccc(C)s1)c1cccnc1,2,2,-12,-1,1,4,-2,4,5,-1
CC(C)NC(=S)NC(=O)/C=C/c1ccc(F)cc1,-2,0,4,-4,-3,-1,-2,-6,0,7
CCS(=O)(=O)Nc1cccc(-c2cn3c(n2)SCC3)c1,0,5,-2,3,1,7,-1,4,2,0
Oc1ccc(Br)cc1-c1cc(-c2ccccc2)n[nH]1,5,1,-30,-50,-1,27,-2,-10,-8,3
COc1ccccc1NC(=O)c1ccccc1Nc1ccccc1,-2,-10,-26,-10,-4,-2,-8,2,4,0
O=C(CSc1ccc([N+](=O)[O-])cc1)NNC(=O)c1ccccc1F,6,4,9,2,0,3,1,4,5,-4
O=C(CNS(=O)(=O)c1ccccc1)N1CCN(Cc2ccccc2)CC1,2,3,-3,-1,3,-6,0,-1,-4,0
COc1ccc(OCC(=O)NCC(c2cccs2)N2CCOCC2)cc1 (stereo not given),-4,-2,1,4,-5,-7,1,-3,-2,8
COc1ccccc1NS(=O)(=O)c1cccc(C(=O)OCC(=O)NC2CC2)c1,2,-1,0,5,-2,-3,2,5,12,-7
COc1ccc(/C(N)=N/OC(=O)CCCN2C(=O)c3ccccc3C2=O)cc1OC,-2,0,-3,7,4,-4,2,-4,-1,2
O=C(CSc1nc2c(c(=O)n1-c1ccc(Cl)cc1)SCC2)N1CCOCC1,-2,5,7,-4,4,5,-2,-9,4,-4
COc1ccc(-c2nc(CSCC(=O)NC3CCCc4ccccc43)c(C)o2)cc1OC (stereo not given),-5,-2,-8,-7,1,-10,-5,-7,1,7
O=C(CSc1nc2nc(-c3cccs3)cc(C(F)(F)F)c2c(=O)[nH]1)NCc1ccco1,-5,30*,-10,-6,5,26,-2,-1,-12,2
Cc1cc(C)n(Cc2ccc(NC(=O)c3ccc(COc4ccccc4Br)cc3)cc2)n1,-1,4,-87,-94,0,12,24,4,-64,2
